KDM4C inh = inhibitors of GASC-1 (KDM4C) histone demethylase, primary screen, biochemical, single concentration HTS; Lysine-specific demethylase 4C (Homo sapiens), Q9H3R0; 0.15% of 96,000 active; AID 720574, 2013; inhibition, % at 12.5 µM; GST-KDM4C 2-372, H3K9me3 peptide, LANCE TR-FRET;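 active = mean replicate inhibition above about 25%, with at least 55% of replicates also reaching it, limit read from the data, passing the limit was not always enough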
Target sequence (Q9H3R0 2-372 limits assumed): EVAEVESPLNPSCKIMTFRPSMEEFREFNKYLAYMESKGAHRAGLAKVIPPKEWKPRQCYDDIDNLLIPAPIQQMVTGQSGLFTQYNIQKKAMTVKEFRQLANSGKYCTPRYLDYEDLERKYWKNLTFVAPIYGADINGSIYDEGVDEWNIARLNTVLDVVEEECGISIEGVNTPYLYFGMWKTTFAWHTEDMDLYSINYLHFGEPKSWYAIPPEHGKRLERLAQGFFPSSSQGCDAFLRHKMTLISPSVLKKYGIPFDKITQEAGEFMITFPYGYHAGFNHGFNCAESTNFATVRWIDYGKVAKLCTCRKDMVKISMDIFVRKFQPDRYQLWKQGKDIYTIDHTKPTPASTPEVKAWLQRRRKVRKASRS
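reagent = H3K9me3 peptide substrate, Fe(II), 2-oxoglutarate | system = GST-tagged GASC-1 (JMJD2C) catalytic fragment, aa 2-372 | amount = enzyme final amount 10 nM | read-out = Fall in 671/618 emission ratio as inhibition | medium = HEPES buffer, pH 7.5, plus ascorbate | schedule = 30 min reaction, 60 min detection, RT | measured by = LANCE TR-FRET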
Pf Dd2 growth = P. falciparum Dd2 growth inhibitors, primary screen, SYBR Green fluorescence, single dose replicates; AID 1159554, 2015; activity change, % at 10 µM; 72 h; stronger effect = lower value; 2.3% of 94,000 active; in the data active = activity change below about -80%
C diff growth = C. difficile growth inhibitors, primary screen, HTS | Clostridium difficile clinical isolate growth, OD600, 24 h; stronger effect = lower value | growth activity, negative = inhibition, % at 16 µg/mL (by protocol) | 0.25% of 86,000 active | AID 1259249, 2017;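 active = mean growth activity at or below -80% and every replicate also at or below -80%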;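 also: 0% = DMSO wells and -100% = levofloxacin 16 µg/mL wells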
T cruzi growth = T. cruzi intracellular proliferation inhibitors, primary screen, cell-based, beta-gal Tulahuen parasites, NIH3T3 host, luminescence. T. cruzi beta-gal in NIH3T3, GalScreen luminescence, 90 h. AID 624255, 2012. 5.9% of 77,000 active. inhibition, % at 8.34 µM;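 active = mean inhibition above about 93%, with at least 55% of replicates each passing it, limit read from the data, passing the limit was not always enough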
* hit, by the source's call; x = not tested or not shown; & = joins results of further samples; ! = a repeat was not active. Rows are unselected; any-hit rate near 7.2%.

SMILES	KDM4C inh	Pf Dd2 growth	C diff growth	T cruzi growth
O=C(c1cccc(F)c1)N1CCCCN2[C@H](CO)[C@H](c3ccc(-c4ccc(F)cc4)cc3)[C@@H]2C1	x	11	38	111*
O=C(C[C@H]1CC[C@@H](NS(=O)(=O)c2cccc(F)c2)[C@H](CO)O1)N1CCCCC1	1.2	25	0	-8
COc1ccc(-c2cn(CC[C@H]3CC[C@H](NC(=O)CCN4CCCCC4)[C@H](CO)O3)nn2)cc1	0.2	5	x	-68
C[C@H](CO)N1C[C@H](C)[C@@H](CN(C)Cc2ccc(Cl)c(Cl)c2)Oc2ccc(NC(=O)Cn3cnnn3)cc2CC1=O	-0.4	8	-9	30
COc1ccc(-c2ccc(C3[C@H]4CNC[C@@H]3N4Cc3nccs3)cc2)cc1 (some centres undefined)	-0.3	-17	2	x
C/C=C/c1cnc2c(c1)C(=O)N([C@@H](C)CO)C[C@@H](C)[C@@H](CN(C)S(=O)(=O)c1ccccc1F)O2	0.6	21	-1	x
Cc1noc(C)c1NC(=O)Nc1ccc2c(c1)C(=O)N([C@H](C)CO)C[C@H](C)[C@@H](CN(C)C(=O)c1ccccc1)OCCCC[C@@H](C)O2	0.0	32	-2	-56
COCC#Cc1cnc2c(c1)C(=O)N([C@H](C)CO)C[C@@H](C)[C@@H](CN(C)C(=O)CN1CCOCC1)O2	0.8	34	2	x
C[C@@H]1CN([C@H](C)CO)C(=O)c2cc(NC(=O)C3CC3)ccc2O[C@H]1CN(C)CC1CCCCC1	-1.5	-1	2	0
C[C@@H]1CN([C@H](C)CO)C(=O)Cc2cc(NS(C)(=O)=O)ccc2O[C@@H]1CN(C)Cc1ccncc1	-0.2	27	1	29
COc1ccc(NC(=O)N(C)C[C@@H]2Oc3ncc(C#C[C@@H](C)O)cc3C(=O)N([C@@H](C)CO)C[C@H]2C)cc1	0.9	8	5	0
COc1ccc(S(=O)(=O)N(C)C[C@@H]2Oc3ccc(NC(=O)C4CC4)cc3C(=O)N([C@@H](C)CO)C[C@@H]2C)cc1	0.5	0	2	20

The final 6 compounds of the part before come first, to join the parts:
SMILES	KDM4C inh	Pf Dd2 growth	C diff growth	T cruzi growth
Cc1noc(C)c1NC(=O)Nc1ccc2c(c1)C(=O)N([C@H](C)CO)C[C@H](C)[C@@H](CN(C)C(=O)c1ccccc1)OCCCC[C@@H](C)O2	0.0	32	-2	-56
COCC#Cc1cnc2c(c1)C(=O)N([C@H](C)CO)C[C@@H](C)[C@@H](CN(C)C(=O)CN1CCOCC1)O2	0.8	34	2	x
C[C@@H]1CN([C@H](C)CO)C(=O)c2cc(NC(=O)C3CC3)ccc2O[C@H]1CN(C)CC1CCCCC1	-1.5	-1	2	0
C[C@@H]1CN([C@H](C)CO)C(=O)Cc2cc(NS(C)(=O)=O)ccc2O[C@@H]1CN(C)Cc1ccncc1	-0.2	27	1	29
COc1ccc(NC(=O)N(C)C[C@@H]2Oc3ncc(C#C[C@@H](C)O)cc3C(=O)N([C@@H](C)CO)C[C@H]2C)cc1	0.9	8	5	0
COc1ccc(S(=O)(=O)N(C)C[C@@H]2Oc3ccc(NC(=O)C4CC4)cc3C(=O)N([C@@H](C)CO)C[C@@H]2C)cc1	0.5	0	2	20
C[C@H](CO)N1C[C@H](C)[C@@H](CN(C)C(=O)C2CCC2)Oc2cc(C3=CCCCC3)ccc2S1(=O)=O	-0.3	-27	-7	63
O=C(C[C@@H]1C=C[C@@H](NC(=O)C2CC2)[C@@H](CO)O1)NCCCN1CCOCC1	-2.3	6	1	x
C[C@@H]1CN([C@@H](C)CO)C(=O)c2cc(NS(=O)(=O)c3cn(C)cn3)ccc2O[C@@H](C)CCCCO[C@@H]1CN(C)C(=O)NC1CCCCC1	-3.2	27	2	72
O=C(NCC[C@H]1CC[C@@H](NS(=O)(=O)Cc2ccccc2)[C@@H](CO)O1)C1CC1	-1.8	9	-2	x
O=C(C[C@@H]1CC[C@@H]2[C@H](COC[C@@H](O)CN2C(=O)c2ccncc2)O1)NCc1ccc(-c2ccccc2)cc1	-0.9	-12	x	-66
O=C(C[C@H]1CC[C@H](NC(=O)CCN2CCCCC2)[C@H](CO)O1)Nc1ccccc1	0.4	18	0	x
CO[C@H]1CN(C)C(=O)c2cc(NS(C)(=O)=O)ccc2OC[C@@H](C)N(C(=O)NC(C)C)C[C@@H]1C	1.5	48	-1	-3
C[C@@H](O)C#Cc1cnc2c(c1)C(=O)N([C@@H](C)CO)C[C@H](C)[C@H](CN(C)C(=O)c1ccncc1)O2	-1.2	17	-2	91
CCCNC(=O)Nc1ccc2c(c1)C(=O)N(C)C[C@H](OC)[C@@H](C)CN(C(=O)C1CCC1)[C@H](C)CO2	2.7	x	x	66
C/C=C/c1ccc([C@@H]2[C@@H](CO)N(C(=O)COC)[C@H]2CNC(=O)CC)cc1	0.1	-4	1	14
O=C(Nc1cccc(F)c1)N1CC(=O)N2[C@H](CO)[C@H](c3ccc(C#CC4CC4)cc3)[C@@H]2C1	1.9	-6	-4	x
COc1ccccc1C#Cc1cnc2c(c1)C(=O)N([C@@H](C)CO)C[C@H](C)[C@H](CN(C)S(=O)(=O)c1cn(C)cn1)O2	0.3	16	4	x
COCC(=O)Nc1ccc2c(c1)[C@H]1C[C@@H](CC(=O)N3CCN(C)CC3)O[C@H](CO)[C@H]1O2	1.1	27	-2	11
COc1ccc(CN(C)C[C@@H]2Oc3ccc(NS(=O)(=O)c4ccc(C)cc4)cc3C(=O)N([C@H](C)CO)C[C@@H]2C)cc1	2.7	-18	3	45
O=C(Nc1ccc(C(F)(F)F)cc1)N1C[C@@H]2N[C@H](C1)C2c1ccc(/C=C/c2ccccc2)cc1 (some centres undefined)	-3.2&-1.9	-90*!	-100*	x
C[C@@H]1CN([C@H](C)CO)C(=O)c2cc(Br)cnc2O[C@H]1CN(C)C(=O)Cc1ccncc1	1.4	-1	-4	x
Cc1ccccc1-c1cnc2c(c1)C(=O)N([C@@H](C)CO)C[C@@H](C)[C@H](CN(C)C(=O)CN(C)C)O2	2.3	-1	-8	39
O=C(c1cnccn1)N1CC(=O)N2[C@H](C1)[C@@H](c1ccc(-c3ccccc3)cc1)[C@@H]2CO	-0.7	-14	-1	x
COCC(=O)N1C[C@@H](C)[C@@H](OC)CN(C)C(=O)c2cc(NC(=O)Nc3ccccc3)ccc2OC[C@H]1C	-0.9	-7	x	10
CCCN(C)C[C@@H]1Oc2cc(C#CCOC)ccc2S(=O)(=O)N([C@@H](C)CO)C[C@@H]1C	0.6	-72	3	11
C[C@@H]1CN([C@@H](C)CO)C(=O)c2cc(NS(=O)(=O)c3cccs3)ccc2O[C@@H](C)CCCCO[C@@H]1CN(C)Cc1ccncc1	-0.2	-12	4	42
CN1C(=O)c2cc(NC(=O)C3CC3)ccc2OC[C@@H]2O[C@H](CC(=O)NC3CCC3)CC[C@@H]21	0.0	-7	-4	-58
Cc1ccc(-c2cnc3c(c2)C(=O)N([C@H](C)CO)C[C@H](C)[C@H](CN(C)S(C)(=O)=O)O3)cc1	4.0	29	2	x
O=C(C[C@H]1C=C[C@H](NC(=O)CC2CC2)[C@H](CO)O1)NCc1ccc(Cl)cc1	0.4	4	2	-22
CCCNC(=O)N(C)C[C@@H]1Oc2cc(-c3ccccc3)ccc2S(=O)(=O)N([C@@H](C)CO)C[C@@H]1C	0.1	-37	-6	60
C[C@@H]1CCCCO[C@@H](CN(C)C(=O)Nc2ccc(F)cc2)[C@H](C)CN([C@@H](C)CO)C(=O)c2cc(NS(=O)(=O)c3ccc(Cl)cc3)ccc2O1	-0.2	-19	x	x
C/C=C/c1ccc2c(c1)O[C@H](CN(C)C(=O)c1ccc(F)cc1)[C@@H](C)CN([C@H](C)CO)S2(=O)=O	-1.5	-27	-4	x
C[C@@H]1CN([C@H](C)CO)C(=O)c2cc(NC(=O)Cc3ccccc3)ccc2O[C@H]1CN(C)C(=O)NC1CCCCC1	-2.1	-6	-3	13
COC(=O)C[C@@H]1CC[C@H]2[C@@H](COc3ccc(NC(=O)c4cccc(F)c4)cc3C(=O)N2C)O1	-1.9	-5	3	10
Cc1ccc(S(=O)(=O)Nc2ccc3c(c2)C(=O)N([C@@H](C)CO)C[C@@H](C)[C@H](CN(C)S(=O)(=O)c2ccccc2)OCCCC[C@@H](C)O3)cc1	-0.5	-51	-14	105*
CC=Cc1ccc2n(c1=O)C[C@H]1[C@H](CO)[C@@H](C(=O)NCCN3CCCC3)N(C(=O)NC(C)C)[C@@H]21 (mixture of isomers)	-1.0	x	-4	26
C[C@H]1CN([C@@H](C)CO)C(=O)c2cc(NC(=O)Nc3ccc(C(F)(F)F)cc3)ccc2O[C@@H]1CN(C)S(C)(=O)=O	-1.2	1	0	x
O=C(N[C@H]1CC[C@H](CCNS(=O)(=O)c2ccc(Cl)cc2)O[C@H]1CO)c1cnccn1	0.3	51	-3	-16
COC(=O)C[C@@H]1CC[C@H]2[C@@H](COC[C@@H](O)CN2C(=O)Nc2ccccc2OC)O1	1.1	2	13&-5	7
CO[C@@H]1CN(C)C(=O)c2ccc(NS(C)(=O)=O)cc2OC[C@@H](C)N(C(=O)CN(C)C)C[C@H]1C	-0.5	7	x	-1
O=C(C[C@H]1CC[C@@H](NC(=O)C2CCOCC2)[C@H](CO)O1)NCc1ccccc1Cl	1.1	-36	x	68
Cc1noc(C)c1S(=O)(=O)Nc1ccc2c(c1)C(=O)N([C@H](C)CO)C[C@H](C)[C@@H](CN(C)S(=O)(=O)c1ccc(F)cc1)O2	0.3	5	-3	x
O=C(NCc1cccc(F)c1)[C@@H]1[C@@H](CO)[C@@H]2Cn3c(ccc(-c4ccccc4)c3=O)[C@H]1N2CC1CC1	4.4	-2	0	16
O=C(C[C@H]1CC[C@H]2[C@@H](COC[C@H](O)CN2C(=O)Nc2ccccc2)O1)NCc1ccccc1F	2.7	0	x	-9
COc1ccc(NC(=O)N(C)C[C@@H]2Oc3c(NS(=O)(=O)c4cccs4)cccc3C(=O)N([C@H](C)CO)C[C@@H]2C)cc1	-0.7	-19	3	-43
CO[C@H]1CN(C)C(=O)c2ccc(NC(=O)NC(C)C)cc2OC[C@H](C)N(Cc2cncnc2)C[C@H]1C	1.6	x	x	-3
CO[C@@H]1CN(C)C(=O)c2ccc(NC(=O)C3CCC3)cc2OC[C@@H](C)N(Cc2nccs2)C[C@@H]1C	0.3	x	x	-9
O=C(NCC[C@H]1CC[C@@H](NC(=O)c2ccccc2F)[C@@H](CO)O1)c1ccc2c(c1)OCO2	1.7	-6	x	-55
Cc1ccc(S(=O)(=O)N[C@H]2CC[C@@H](CCn3cc(C4(O)CCCC4)nn3)O[C@@H]2CO)cc1	0.7	-19	0	-48
COc1ccc(NC(=O)N2CC(=O)N3[C@H](CO)[C@H](c4ccc(-c5ccc(C)cc5)cc4)[C@@H]3C2)cc1	-0.9	-31	-10	x
CC(C)NC(=O)Nc1ccc2c(c1)C(=O)N([C@H](C)CO)C[C@H](C)[C@H](CN(C)S(C)(=O)=O)OCCCC[C@@H](C)O2	0.0	10	x	-27
COc1ccc(S(=O)(=O)N(C)C[C@@H]2Oc3ccc(NC(=O)Nc4ccc5c(c4)OCO5)cc3CC(=O)N([C@H](C)CO)C[C@H]2C)cc1	1.1	-2	-6	20
COc1ccc(NC(=O)Nc2ccc3c(c2)C(=O)N([C@@H](C)CO)C[C@H](C)[C@H](CN(C)CC2CCCCC2)O3)cc1	0.8	14	0	-7
Cc1ccc(S(=O)(=O)Nc2ccc3c(c2)C(=O)N([C@@H](C)CO)C[C@@H](C)[C@@H](CN(C)C(=O)NC2CCCCC2)OCCCC[C@@H](C)O3)cc1	-0.7	-11	-3	101*
C[C@@H]1CN([C@H](C)CO)C(=O)c2cc(NS(=O)(=O)c3ccc(F)cc3)ccc2O[C@H]1CN(C)CC1CC1	-1.5	-3	0&-2	x
CCCNC(=O)C[C@@H]1C[C@@H]2c3cc(NC(=O)Cc4ccncc4)ccc3O[C@@H]2[C@@H](CO)O1	1.6	10	-3	14
Cc1noc(C)c1NC(=O)Nc1ccc2c(c1)C(=O)N(C)[C@@H]1CC[C@H](CC(=O)N[C@H]3CCN(Cc4ccccc4)C3)O[C@H]1CO2	-1.9	9	15	104*
Cc1ccc(S(=O)(=O)Nc2ccc3c(c2)C(=O)N([C@@H](C)CO)C[C@@H](C)[C@@H](CN(C)C(=O)Nc2c(C)noc2C)OCCCC[C@@H](C)O3)cc1	-0.9	34	-2	-3
CCCN1C[C@H](C)[C@H](OC)CN(C)C(=O)c2cc(NC(=O)CC(F)(F)F)ccc2OC[C@H]1C	-1.1	34	-8	x
CC(C)C#Cc1cnc2c(c1)C(=O)N([C@H](C)CO)C[C@@H](C)[C@@H](CN(C)C(=O)Nc1ccccc1F)O2	-0.7	-8	x	-8

Assay outcomes: PubChem BioAssay, Broad Institute
